# dFosB activator: mouse delta FosB homodimer activation | P13346 | purified delta FosB, TAMRA-CDK5 oligo fluorescence polarization; percent of positive-control signal above neutral wells | activation, % at 25 µM | 340,000 compounds, 0.99% hits;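 active = mean activation above about 17%, with every replicate also reaching it, limit read from the data, passing the limit was not always enough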;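 note: fluorescence polarization rise as delta FosB binds a TAMRA Cdk5 AP-1 oligo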
# CDK5 p35 inh: blocks human CDK5/p35 kinase activity; Recombinant CDK5/p35, ADP-Glo luminescence, 60 min; inhibition, % at 10 µM; 330,000 compounds, 0.01% hits;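 active = highest replicate inhibition of at least 50% and at least 75% of replicates reaching 50%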;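 note: plate controls were DMSO neutral control for no effect and GW8510 at 10 µM for full effect; many of its hits are not listed in these tables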
# NSD2 HMT inh: blocks human histone methyltransferase NSD2; O96028; NSD2 peptide methylation, AlphaScreen, 120 min; inhibition, % at 12.5 µM; 310,000 compounds, 0.54% hits; in the data active = inhibition above about 50%
# MITF TRPM1 HTS: activators of MITF-driven TRPM1 promoter activity in SK-MEL-5 cells. SK-MEL-5 TRPM1-promoter luciferase, 24 h; % of positive control, neutral wells = 0. AID 588334. activation, % at 12.5 µM. 300,000 compounds, 0.75% hits;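 active = mean activation of at least 80% with every replicate also reaching 80%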;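 note: 0% = neutral control wells and 100% = parthenolide positive control wells; values of inactives mirror those of a sister screen read the other way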
# Arrestin-AP2 inh: blocks beta-arrestin peptide binding to AP2 adaptin | 340,000 compounds, 0.31% hits | FITC-arrestin peptide / GST-AP2 beads, flow cytometry; AP2 beta2 appendage carries R879A mutation | inhibition, % at 10 µM;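 active = inhibition above a set limit, near 3 SD of compounds lacking own fluorescence, cut at about 54% in these data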;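 note: plate controls were DMSO wells for no effect and 5 µM unlabelled arrestin peptide for full effect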
#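 System: GST-AP2 R879A bound to glutathione beads, E. coli-expressed. Also added: 50 nM FITC-arrestin peptide. Schedule: compound with beads 12 min RT, then probe 1 h RT. Signal: bead flow cytometry, FITC channel. Read-out basis: percent response.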
# PKA-R2B act: PKA-R2B complex activation | P22694+P31323 | PKA-R2B holoenzyme dissociation, Cy5-IP20 fluorescence polarization; R2B truncated from residue 108, S112A mutant; 0% DMSO only, 100% 113 µM cGMP | activation, % at 11.4 µM | 340,000 compounds, 0.079% hits | AID 504700;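 active = activation above a cutoff set at the mean over all compounds plus 3 SD, cut at about 18% in these data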;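 note: higher means more holoenzyme dissociation and a rise in polarization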
# Mot1-301 SUMO: SUMOylation pathway inhibition by Mot1-301 growth rescue; S. cerevisiae Mot1-301 growth rescue, ATP luminescence, 38.5C; percent above DMSO median, 100 means doubled; growth rescue, % at 18.8 µM; 320,000 compounds, 1% hits;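 active = every valid replicate shows activation above 250% relative to neutral control wells; inactive = the rest, any valid replicate at or below 250%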;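 note: OY570 slx delta 5 strain wells were the positive control but not used for scaling; some compounds called inactive have numbers as strong as hits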
# SR-BI HDL uptake: mouse SR-BI HDL lipid transfer inhibition. 320,000 compounds, 0.96% hits. ldlA[mSR-BI] CHO cells, DiI-HDL uptake fluorescence, 3 h. inhibition, % at 12.5 µM. Q61009. AID 488896;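 active = mean replicate inhibition of at least 70% and a set share of replicates each scoring 70 or more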;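 note: 0% = median of neutral control wells and 100% = median of positive control wells; values of inactives mirror those of a sister screen read the other way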
# Pemphigus Ab inh: inhibitors of pemphigus antibody binding to human desmoglein-3; P32926; DSG3-coupled beads, scFv-anti-DSG3-GFP binding, flow cytometry; hits give low values; binding (percent of control), % at 10 µM; 310,000 compounds, 0.48% hits; AID 588358;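 active = binding more than 3 SD below its plate's average and above zero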;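 note: hits lower antibody fragment binding to DSG3; some compounds called inactive have numbers as strong as hits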
# Target sequence (P32926 whole entry, looked up, the tested form may be a part): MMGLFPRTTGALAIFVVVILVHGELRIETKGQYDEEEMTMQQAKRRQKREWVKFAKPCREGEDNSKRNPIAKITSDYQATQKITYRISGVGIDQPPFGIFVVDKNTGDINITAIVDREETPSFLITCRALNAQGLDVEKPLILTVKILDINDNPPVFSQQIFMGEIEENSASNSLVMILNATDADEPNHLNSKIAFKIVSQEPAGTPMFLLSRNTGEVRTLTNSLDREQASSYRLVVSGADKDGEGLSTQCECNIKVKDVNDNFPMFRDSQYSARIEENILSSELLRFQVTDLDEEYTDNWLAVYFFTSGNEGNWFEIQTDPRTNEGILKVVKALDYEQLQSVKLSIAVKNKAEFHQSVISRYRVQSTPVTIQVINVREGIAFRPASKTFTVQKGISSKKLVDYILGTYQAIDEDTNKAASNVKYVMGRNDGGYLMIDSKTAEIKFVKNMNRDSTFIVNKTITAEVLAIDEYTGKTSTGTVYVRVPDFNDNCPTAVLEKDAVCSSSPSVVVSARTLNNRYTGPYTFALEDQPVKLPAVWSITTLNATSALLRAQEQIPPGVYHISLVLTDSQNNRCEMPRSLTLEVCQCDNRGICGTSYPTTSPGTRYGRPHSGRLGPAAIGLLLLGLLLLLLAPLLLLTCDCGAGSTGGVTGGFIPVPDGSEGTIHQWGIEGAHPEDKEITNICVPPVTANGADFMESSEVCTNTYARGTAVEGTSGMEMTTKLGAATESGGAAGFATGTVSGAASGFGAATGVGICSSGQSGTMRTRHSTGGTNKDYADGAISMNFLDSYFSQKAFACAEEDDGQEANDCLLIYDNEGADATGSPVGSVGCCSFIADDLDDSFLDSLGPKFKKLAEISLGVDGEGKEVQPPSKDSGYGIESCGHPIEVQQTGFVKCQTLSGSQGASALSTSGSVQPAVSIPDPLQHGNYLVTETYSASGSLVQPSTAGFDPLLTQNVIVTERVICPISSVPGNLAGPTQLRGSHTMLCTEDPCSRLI
# PKA-R1A act: PKA-R1A complex activation; 340,000 compounds, 0.083% hits; activation, % at 11.4 µM; PKA-R1A dissociation, Cy5-IP20 fluorescence polarization; scaled: DMSO 0%, 113 µM cGMP 100%; AID 504707; P00514+P68181;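 active = percent activation above the mean of all tested compounds plus 3 SD, cut at about 19% in these data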;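 note: higher means more PKAc released from R1A so a rise in polarization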
# SR-BI DiI-HDL act: SR-BI HDL lipid transfer activation | CHO ldlA[mSR-BI] cells, DiI-HDL uptake fluorescence, 3 h; 100 = double the neutral-control signal | activation, % at 12.5 µM | 320,000 compounds, 0.096% hits | AID 504775;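 active = mean replicate activation of at least 60% and every replicate at or above 60%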;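 note: 0% = median plate neutral-control signal and 100% = twice that signal; values of inactives mirror those of a sister screen read the other way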
#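 Test system: SR-BI-overexpressing, LDLR-lacking CHO cells; Medium: Ham's F12 with 0.5% BSA, HEPES 25 mM, pH 7.4; Schedule: 3 h, 37 °C; Technique: bottom-read fluorescence, 550/595 nm.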
# Active calls of the source: *; . = no result given.
1) Cc1sc2ncnc(OCC(=O)NCC3CCCO3)c2c1C (configuration not stated)
2) CCOC(=O)N1CCN(c2c(NC3CCN(Cc4ccccc4)CC3)c(=O)c2=O)CC1
3) COC(=O)c1c(O)ccc(Oc2ccccc2)c1C(=O)OC
4) COCCNC(=O)Cn1cc(S(=O)(=O)N2CCN(c3ccccc3F)CC2)c2ccccc2c1=O
5) NS(=O)(=O)c1ccc(NC(=S)NNC(=O)c2cccs2)cc1
6) O=C(CSc1ccc2c(c1)OCCO2)N1CCN(c2ccccc2O)CC1
Screen / compound no.	1	2	3	4	5	6
dFosB activator	8	-6	-1	-10	1	-2
CDK5 p35 inh	-3.4	-2.5	-0.2	0.0	0.7	1.3
NSD2 HMT inh	-1	.	-3	0	2	1
MITF TRPM1 HTS	1	.	-1	17	-9	-3
Arrestin-AP2 inh	-1	-1	-6	12	14	-1
PKA-R2B act	5	3	-1	-4	.	-8
Mot1-301 SUMO	0	-6	5	87	-5	.
SR-BI HDL uptake	8	32	-6	21	7	9
Pemphigus Ab inh	106	105	100	101	99	103
PKA-R1A act	-10	-1	1	-8	.	-26
SR-BI DiI-HDL act	-8	-32	6	-21	-7	-9

# Three of the entries above in order of the PKA-R2B act value, low to high.
cpd | compound | PKA-R2B act
3 | COC(=O)c1c(O)ccc(Oc2ccccc2)c1C(=O)OC | -1
2 | CCOC(=O)N1CCN(c2c(NC3CCN(Cc4ccccc4)CC3)c(=O)c2=O)CC1 | 3
1 | Cc1sc2ncnc(OCC(=O)NCC3CCCO3)c2c1C (configuration not stated) | 5

# Next section.
7) Cc1noc(/C=C/N(C)C)c1S(=O)(=O)N1CCCC(C(=O)NC2CCCCC2C)C1 (configuration not stated)
8) CCc1cccc(OCC2Cn3c(nc4c3c(=O)n(C)c(=O)n4C)O2)c1 (configuration not stated)
9) O=C1CC2(CCN(C(=O)c3c(F)cccc3Cl)CC2)Oc2ccccc21
10) COc1cc(/C=C/c2ccc3cccc(OC)c3n2)c(O)c([N+](=O)[O-])c1
11) Cc1ccc(S(=O)(=O)N(C)c2ccccc2C(=O)Nc2ccc(F)cc2F)cc1
12) O=C1N(c2ccc(Cl)c(Cl)c2)CN(Cc2ccccc2)CN1n1cnnc1
Screen / compound no.	7	8	9	10	11	12
dFosB activator	-10	-7	-4	1	0	-10
CDK5 p35 inh	-0.1	-0.3	0.3	1.2	-0.9	-0.8
NSD2 HMT inh	.	2	-1	7	1	-1
MITF TRPM1 HTS	15	-3	-1	-7	-1	5
Arrestin-AP2 inh	-2	-1	-8	12	1	19
PKA-R2B act	-8	5	-7	-9	-2	0
Mot1-301 SUMO	-19	-14	-5	2	12	-6
SR-BI HDL uptake	2	5	-22	41	-12	-16
Pemphigus Ab inh	110	107	109	102	116	89
PKA-R1A act	1	-3	0	0	4	1
SR-BI DiI-HDL act	-2	-5	22	-41	12	16

13) O=C1CCN(Cc2ccc(O)cc2)CCN1[C@H](CO)Cc1ccccc1
14) Cc1ccc(C2CC(=O)Nc3sc(C(N)=O)c(N)c32)cc1 (configuration not stated)
15) COc1cccc(N2CCN(C3CC(=O)N(c4ccc(C)c(Cl)c4)C3=O)CC2)c1 (configuration not stated)
16) C=CCn1c(C)c(/C=C/c2cc[n+](C)cc2)c2ccccc21
17) Cc1ccc(O)c(Nc2c3ccccc3nc3ccccc23)c1
18) Cc1ccc(N(C(=O)Cn2nnc3ccccc32)C(C(=O)NCc2ccccc2)c2ccccn2)cc1 (configuration not stated)
Screen / compound no.	13	14	15	16	17	18
dFosB activator	-5	0	-3	-5	35*	0
CDK5 p35 inh	-0.8	1.3	1.3	-0.2	2.2	-1.8
NSD2 HMT inh	.	-2	-7	-6	1	-2
MITF TRPM1 HTS	6	3	12	.	0	-11
Arrestin-AP2 inh	21	-2	-2	-9	23	8
PKA-R2B act	13	4	-8	-8	0	-3
Mot1-301 SUMO	402	398	39	8	135	9
SR-BI HDL uptake	9	-3	-32	-7	15	-12
Pemphigus Ab inh	100	98	102	330	99	96
PKA-R1A act	-2	1	2	1	0	-7
SR-BI DiI-HDL act	-9	3	32	7	-15	12

19) CC(NC(=O)CC(c1ccccc1)c1cc(Cl)ccc1O)c1ccccc1 (configuration not stated)
20) CN1c2ccccc2C(=O)/C(=C\Nc2ccc(F)cc2F)S1(=O)=O
21) CN(C(=O)CCn1c(=S)oc2ccccc21)c1ccc(F)cc1
22) O=C(Cc1cccs1)N/N=C/C=C/c1ccccc1
23) CCc1ccc(NC(=O)Cn2nc(C(F)(F)F)c3c2CCC3)cc1
24) O=C1NCCO1
Screen / compound no.	19	20	21	22	23	24
dFosB activator	2	7	-3	-9	8	7
CDK5 p35 inh	-0.3	2.4	-0.1	-3.9	0.3	-1.8
NSD2 HMT inh	-5	-1	-3	0	-5	.
MITF TRPM1 HTS	-2	.	-1	-1	8	-7
Arrestin-AP2 inh	-6	-4	11	9	-3	-7
PKA-R2B act	-14	5	-6	-6	0	6
Mot1-301 SUMO	-20	-26	-6	277	4	-16
SR-BI HDL uptake	1	7	-4	5	20	3
Pemphigus Ab inh	100	108	100	87	108	101
PKA-R1A act	0	-2	-7	0	-4	-3
SR-BI DiI-HDL act	-1	-7	4	-5	-20	-3

# Quoted at random: six compounds from above, in no set order.
18) Cc1ccc(N(C(=O)Cn2nnc3ccccc32)C(C(=O)NCc2ccccc2)c2ccccn2)cc1 (configuration not stated)
14) Cc1ccc(C2CC(=O)Nc3sc(C(N)=O)c(N)c32)cc1 (configuration not stated)
4) COCCNC(=O)Cn1cc(S(=O)(=O)N2CCN(c3ccccc3F)CC2)c2ccccc2c1=O
10) COc1cc(/C=C/c2ccc3cccc(OC)c3n2)c(O)c([N+](=O)[O-])c1
3) COC(=O)c1c(O)ccc(Oc2ccccc2)c1C(=O)OC
11) Cc1ccc(S(=O)(=O)N(C)c2ccccc2C(=O)Nc2ccc(F)cc2F)cc1
Screen / compound no.	18	14	4	10	3	11
dFosB activator	0	0	-10	1	-1	0
CDK5 p35 inh	-1.8	1.3	0.0	1.2	-0.2	-0.9
NSD2 HMT inh	-2	-2	0	7	-3	1
MITF TRPM1 HTS	-11	3	17	-7	-1	-1
Arrestin-AP2 inh	8	-2	12	12	-6	1
PKA-R2B act	-3	4	-4	-9	-1	-2
Mot1-301 SUMO	9	398	87	2	5	12
SR-BI HDL uptake	-12	-3	21	41	-6	-12
Pemphigus Ab inh	96	98	101	102	100	116
PKA-R1A act	-7	1	-8	0	1	4
SR-BI DiI-HDL act	12	3	-21	-41	6	12

# Next part.
25) CCOC(=O)c1c(C)c(C(=O)NCc2ccco2)c(C)n1C
26) Cc1ccc(NC(=O)/C=C/C(=O)O)c([N+](=O)[O-])c1
27) Brc1cnc(N2CCCC2)nc1N1CCOCC1
28) CC1(C)OC(=O)C(=CNCCc2ccc(O)cc2)C(=O)O1
29) CCCCN(CC)S(=O)(=O)c1ccc(C(=O)N=c2sc3cc(NC(C)=O)ccc3n2C)cc1
30) Cc1ccc(S(=O)(=O)N2CCOCC2)cc1C(=O)NCC1CCCCC1
Screen / compound no.	25	26	27	28	29	30
dFosB activator	-5	1	8	-6	1	-21
CDK5 p35 inh	-0.2	-1.3	1.4	0.5	-0.9	0.0
NSD2 HMT inh	0	-1	7	-2	-3	-2
MITF TRPM1 HTS	6	11	-14	-2	-9	-2
Arrestin-AP2 inh	-13	-3	-6	-5	8	20
PKA-R2B act	2	13	-3	6	13	-1
Mot1-301 SUMO	5	-13	-6	154	-11	-9
SR-BI HDL uptake	10	-4	-1	2	37	2
Pemphigus Ab inh	85	122	88	95	141	106
PKA-R1A act	-2	17	-6	-5	-4	9
SR-BI DiI-HDL act	-10	4	1	-2	-37	-2

31) CCOc1ccc(NS(=O)(=O)c2ccc3c(c2)N(C(C)=O)CCS3)cc1
32) C=CC[C@H](CC(=O)N(CCO)Cc1ccccc1)C(=O)N[C@@H](COC(=O)[C@@H](CC=C)CC(=O)OC(C)(C)C)Cc1c[nH]c2ccccc12
33) CCN1C(=O)[C@@H]2[C@@H](c3ccc(-c4cccc(Cl)c4)c(OC)c3)N3CCCC[C@@]3(C(=O)OC)[C@@H]2C1=O
34) CCc1ccc(C2c3[nH]c4ccccc4c3CCN2C(=O)c2cc[n+]([O-])cc2)cc1 (configuration not stated)
35) CN1OC[C@@H]2CN(C(=O)C(C)(C)C)[C@H](c3cccc(N4CCOCC4)c3)C[C@@H]21
36) O=C(NCCc1c[nH]c2ccccc12)C1CCN(S(=O)(=O)c2ccccc2F)CC1
37) CCCCN(C)CCCNC(=O)c1cc(-c2cccs2)nc2ccccc12
Screen / compound no.	31	32	33	34	35	36	37
dFosB activator	-11	-20	1	-10	4	-13	-12
CDK5 p35 inh	-2.8	-0.2	0.2	3.0	-1.0	-0.7	-1.0
NSD2 HMT inh	8	.	.	.	.	-3	5
MITF TRPM1 HTS	-1	-7	2	-33	2	-23	26
Arrestin-AP2 inh	-2	-5	16	6	-8	12	-1
PKA-R2B act	-8	-2	9	-3	6	5	1
Mot1-301 SUMO	-9	6	30	-27	.	3	9
SR-BI HDL uptake	12	-11	30	.	-19	27	12
Pemphigus Ab inh	119	104	100	93	96	118	107
PKA-R1A act	-5	3	6	-13	-2	-1	-8
SR-BI DiI-HDL act	-12	11	-30	.	19	-27	-12

# Compound activity as filed in PubChem.
